NR2E3 ag-1 = inhibitors of NR2E3-RetCOR corepressor binding, primary screen, NR2E3 agonist project, biochemical, TR-FRET, GST-NR2E3, biotin-RetCOR | Photoreceptor-specific nuclear receptor (Homo sapiens), Q9Y5X4 | 1536-well | inhibition of corepressor binding, % at 4.78 µM | 320,000 compounds, 0.12% hits | AID 2300, 2010;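 active = percent inhibition above the cutoff of mean plus 3 SD of all tested compounds, set per screening campaign, cut at about 20% in these data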;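 note: 0% = DMSO wells and 100% = biotin wells as full block of FRET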
Target sequence (Q9Y5X4 whole entry, looked up): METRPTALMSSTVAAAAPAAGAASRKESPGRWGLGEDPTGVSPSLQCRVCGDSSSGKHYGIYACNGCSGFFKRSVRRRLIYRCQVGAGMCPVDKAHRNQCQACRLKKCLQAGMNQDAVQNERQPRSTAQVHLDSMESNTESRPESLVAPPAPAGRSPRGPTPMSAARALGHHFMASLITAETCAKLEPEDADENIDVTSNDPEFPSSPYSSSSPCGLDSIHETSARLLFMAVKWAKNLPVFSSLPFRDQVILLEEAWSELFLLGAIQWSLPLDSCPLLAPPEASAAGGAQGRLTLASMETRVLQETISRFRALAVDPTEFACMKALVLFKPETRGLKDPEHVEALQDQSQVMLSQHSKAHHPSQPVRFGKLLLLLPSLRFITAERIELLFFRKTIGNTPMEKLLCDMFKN
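Test system – NR2E3–RetCOR corepressor complex · Quantity – NR2E3 fusion 1.35 nM · Buffer or medium – Tris pH 7.5 · Incubation – Compound–protein incubation for 5 h at 4 °C · Technique – TR-FRET, Eu(K)-anti-GST donor, streptavidin-D2 acceptor, ex 340, em 617/671 nm · Evaluation – percent inhibition of 671/617 nm emission ratio versus biotin and DMSO controls · Plate – 1536-well format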
TWEAK Fn14 block = inhibitors of TWEAK-Fn14 signaling, primary screen, luciferase reporter cells, uHTS; TWEAK-stimulated Fn14 reporter cells, luciferase luminescence, 8 h; inhibition, % at 10 µM; 360,000 compounds, 2% hits; AID 1159606, 2016; in the data active = inhibition above about 50%
aDG glyco act = activators of alpha-DG glycosylation, primary screen, uHTS, Pro5-aDG cells, AlphaScreen. alpha-DG glycosylation AlphaScreen (IIH6); 0% Pro5, 100% B10-LARGE cell signal. 360,000 compounds, 0.22% hits. activation, % at 10 µM;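 active = activation of at least 8% versus controls, or a plate z-score of at least 8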;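 note: Pro5 are CHO cells carrying HIG-tagged alpha-DG that lacks glycosylation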
Peg3 promoter = Peg3 promoter-driven luciferase inhibitors, primary screen, cell-based, HeLa, luciferase luminescence; 360,000 compounds, 1.7% hits; inhibition, % at 20 µM; AID 588405, 2011; HeLa PEG-Prom luciferase reporter, overnight;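 active = inhibition of at least 50% at 20 µM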
Shn3 inh set2 = reduction of Shn3 3'UTR firefly luciferase signal, primary screen, Schnurri-3 inhibitor project, cell-based, Clone20 osteoblasts, set 2. Clone20 osteoblast Shn3 3'UTR firefly luciferase, 24 h. inhibition, % at 12.5 µM. 360,000 compounds, 0.52% hits. AID 588674, 2011;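 active = mean inhibition of at least 75% with every replicate also reaching 75%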;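 note: 0% = median of neutral control wells and 100% = pilot-screen positive control compound; some compounds past the cut are filed as inactive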
HIF-2a inh = HIF-2a reporter inhibitors, primary screen, luminescence, 786-0 RCC cells | 786-0 RCC cells HIF-2a reporter, luciferase luminescence, overnight | inhibition, % at 18.8 µM | 360,000 compounds, 0.72% hits;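 active = inhibition of the luminescence signal of 40% or more relative to plate controls, in a single-dose primary screen at 18.75 µM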
KKLEB cytotox = cytotoxicity in KKLEB CF airway cells, primary screen, cytotoxicity control for CF NF-kB inhibitor project, cell-based, uHTS, fluorescence assay plates | activity change (cytotoxicity), % at 5 µM | KKLEB CF airway cells viability, ATPlite luminescence, overnight; hits give low values; cells stimulated with P. aeruginosa culture filtrate | 360,000 compounds, 0.36% hits;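 active = corrected activity change at or below -50% at 5 µM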
MITF TRPM1 inh = inhibitors of MITF-dependent TRPM1 promoter reporter, primary screen, cell-based, SK-MEL-5, single point, luciferase | SK-MEL-5 TRPM1 promoter luciferase, 24 h | AID 488899, 2010 | inhibition, % at 12.5 µM | 330,000 compounds, 0.83% hits;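 active = mean inhibition across replicates of 60% or more, whatever share of single replicates reaches that level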; note: values of inactives mirror those of a sister screen read the other way
NR2E3 ag-2 = NR2E3 agonists in two-hybrid cells, primary screen, cell-based, luminescence, CHO-S, Gal4-NCOR/VP16-NR2E3; Photoreceptor-specific nuclear receptor (Homo sapiens), Q9Y5X4; luciferase; inhibition of corepressor binding, % at 3.98 µM; 360,000 compounds, 0.35% hits; AID 602229, 2012;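 active = inhibition above the mean of all tested compounds plus 3 SD, cut at about 70% in these data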;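 note: 0% = DMSO with NR2E3 transfected cells and 100% = cells lacking NR2E3 construct; higher means lower luciferase signal from less NR2E3 corepressor binding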
iPSC survival up = enhancers of single-cell hiPSC survival, primary screen, ATPlite luminescence. 100% = ROCK inhibitor wells, 0% = DMSO. survival enhancement, % at 20 µM. 360,000 compounds, 0.044% hits. AID 602274, 2012; in the data active = survival enhancement above about 18%;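 note: cells exposed to compounds for 16 hours before the ATP read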
CF NFkB inh = inhibitors of PAF-induced NF-kB signaling, primary screen, cell-based, GFP fluorescence, uHTS | 360,000 compounds, 0.86% hits | AID 588850, 2011 | inhibition, % at 5 µM | KKLEB NF-kB-GFP reporter, GFP fluorescence overnight;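 active = at least 50% inhibition at 5 µM, scaled per plate between neutral and stimulator controls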;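 note: PAF is a Pseudomonas aeruginosa culture filtrate used as stimulus; plate controls were PAF-stimulated DMSO wells for no effect and unstimulated DMSO wells for full effect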
An asterisk follows results filed as active; nt = not tested or not shown.

SMILES	NR2E3 ag-1	TWEAK Fn14 block	aDG glyco act	Peg3 promoter	Shn3 inh set2	HIF-2a inh	KKLEB cytotox	MITF TRPM1 inh	NR2E3 ag-2	iPSC survival up	CF NFkB inh
O=C(Oc1cccc2cccnc12)c1ccc(N2C(=O)C3C4CCC(C4)C3C2=O)cc1 (stereo not given)	3.0	8.8	2.1	4.0	3.6	-9.4	-4.9	6.7	9.6	0.1	10.3
COc1cccc(OC)c1C(=O)Nc1ccc(N2CCN(S(C)(=O)=O)CC2)cc1	2.6	5.9	0.1	-4.0	5.6	2.3	-0.8	4.6	-10.1	-0.3	-6.2
Cc1nnc2sc(-c3ccco3)nn12	0.1	-32.8	0.3	2.4	1.9	-19.9	-15.7	-2.6	-3.6	0.7	-15.1
CC1=CC(C)(C)N(S(=O)(=O)c2ccc(F)cc2)c2ccccc21	-1.9	7.6	-0.1	29.9	25.6	16.3	-29.2	34.4	-76.8	-3.3	30.2
Cc1cc(-c2ccccc2)nc2cc(C(N)=O)nn12	-0.1	18.6	0.0	12.9	13.3	17.2	-8.5	1.2	19.3	0.8	14.7
COc1cc(Cl)c(C)cc1NC(=O)COC(=O)c1cnc(C)cn1	1.7	-9.5	0.2	2.1	-13.9	10.8	6.8	-10.4	-11.0	1.3	-8.4
CC(CNC(=S)Nc1cc(F)cc(F)c1)CSc1ccc(Cl)cc1 (stereo not given)	1.1	23.5	0.3	27.4	-14.2	6.6	-10.5	9.2	26.7	0.1	14.1
C[C@H](CO)N1C[C@H](C)[C@@H](CN(C)S(=O)(=O)c2ccc(F)cc2)Oc2c(NC(=O)c3ccncc3)cccc2C1=O	nt	4.0	0.2	-1.1	-10.6	10.4	15.9	-4.9	-28.2	0.3	12.3
O=C(C[n+]1cc(Br)cc(Br)c1)c1ccccc1	0.3	17.1	0.2	13.7	-18.0	-8.9	8.3	-0.9	17.9	-0.4	-11.3
O=C1NC[C@H](CCCCN2C[C@H](Cc3ccccc3)N(CCc3ccccc3)C(=O)C2=O)N(CCc2ccc(O)cc2)C1=O	nt	36.7	0.2	nt	nt	-2.6	nt	nt	13.9	2.5	nt
CNC(=S)Nc1ccc([N+](=O)[O-])cc1	1.6	-12.5	-0.2	-0.8	7.7	9.9	2.8	-2.8	1.3	0.4	2.4
CCCNC(=O)Nc1cc(C)on1	1.9	1.6	0.0	3.2	3.9	3.4	2.2	2.0	-7.5	3.0	17.5
CCN(CC)S(=O)(=O)c1ccc(Cl)c(NC(=O)CSc2nnc(-c3cccs3)o2)c1	-2.8	-28.0	-0.1	11.5	-3.4	17.9	6.4	-5.2	-4.4	1.6	-2.1
O=C(Nn1c(C2CCC2)nc2ccccc2c1=O)c1cccs1	-2.7	4.8	0.0	7.0	1.4	10.6	9.0	3.9	13.3	3.6	4.1
CC(=O)Nc1ccc(N/C(=N\S(=O)(=O)c2ccccc2)c2ccccc2)cc1	-0.3	-19.8	-0.2	19.9	6.5	22.6	0.7	0.1	6.0	-0.3	-2.7
c1ccc(-c2nnc(SCCC3OCCCO3)o2)cc1	0.1	23.2	0.3	-135.5	4.3	-56.1	4.1	-9.8	-113.8	-1.6	6.4
COc1ccc(-n2nc(C(=O)Nc3ccc4c(c3)OCO4)c3ccccc3c2=O)cc1	2.9	0.4	-0.2	-2.4	20.0	15.1	-8.6	-13.3	-4.3	-1.2	12.7
O=C(O)c1ccc(C(=O)Nc2cccc3ccccc23)c(C(=O)O)c1	nt	17.4	0.1	5.2	3.5	7.6	-0.9	20.9	0.3	0.0	-14.6
O=C(NCc1ccco1)c1ccc(COCC(F)(F)C(F)F)cc1	0.6	-13.2	-0.1	-21.6	0.7	-0.2	6.5	-9.4	-10.0	-3.6	-1.9
On1c(-c2ccco2)nc2c1CCc1nonc1-2	-0.9	0.7	0.0	4.6	-11.2	8.8	10.9	10.7	-15.9	13.9	-1.8
COc1ccc(CC(=O)Nc2ccc(OC)nc2)cc1	1.6	2.9	0.5	-5.6	-5.3	-11.8	7.6	2.3	6.4	0.1	2.6
CCN1C(=O)[C@H]2[C@H]3CN=C(SCc4ccc(C(=O)OC)cc4)N3[C@@](CC)(C(=O)OC)[C@H]2C1=O	nt	20.0	0.2	-3.2	-7.1	7.7	2.5	-3.1	20.0	2.0	-6.0
Cc1ccccc1OCc1nc(C#N)c(N2CCCC2)o1	1.1	2.4	0.0	16.8	10.1	5.4	4.3	-1.8	-17.7	-0.8	4.6
O=c1cc(-c2ccc(O)cc2)oc2cc(O)c(C3OC(CO)C(O)C(O)C3O)c(O)c12 (stereo not given)	3.4	6.9	-0.5	-36.2	-42.0	23.6	-19.6	nt	-6.4	0.0	14.6
O=C(COC(=O)c1cccc(Br)c1)NCC1CCCO1 (stereo not given)	nt	-12.0	-0.5	-20.6	-25.1	2.5	-4.5	4.6	-0.8	-0.7	-13.1
COc1cccc(C(=O)NCCS(=O)(=O)N2CCOCC2)c1	2.1	1.3	-0.2	3.5	-13.1	9.7	14.4	-4.4	-5.4	-0.4	13.7
O=C(O)c1ccc(CN2C[C@@H](CO)O[C@@H](n3cnc4c(Nc5ccccc5)ncnc43)C2)cc1	nt	-3.4	0.3	1.3	-2.8	-1.6	-0.4	nt	-0.7	-1.5	-17.1
O=c1nc(-c2ccccc2Cl)c2cc(F)ccc2[nH]1	1.3	-6.7	0.0	16.8	13.7	24.1	-8.4	7.9	-9.8	0.5	4.4
Cc1noc(C)c1S(=O)(=O)N(C)CC(=O)Nc1ccc(F)cc1	1.6	11.2	-0.1	-13.5	-9.1	12.5	2.4	4.4	16.3	3.4	-3.4
COC(=O)Nc1ccc(NC(C)=O)cc1	-0.5	-1.2	-0.3	4.2	-19.5	10.3	1.5	4.6	-9.7	12.2	12.2
O=C(c1ccco1)N1CCN(C(=O)c2ccc(CS(=O)c3ccc(Br)cc3)o2)CC1 (stereo not given)	nt	-12.3	0.2	14.8	-11.0	11.5	26.6	nt	-7.4	1.4	-17.5
CCOC(=O)N1CCN(C(=O)C2CCN(S(=O)(=O)c3cc(Cl)ccc3Cl)CC2)CC1	6.0	0.7	3.2	7.7	24.2	23.6	4.1	-4.0	7.3	-2.9	-0.3
C#CC(CCN1CCCCC1)(OC)c1ccccc1 (stereo not given)	nt	-10.9	-0.2	-1.7	5.5	13.9	2.3	4.9	13.7	0.9	-5.5
Cc1cc(C)nc(NNS(=O)(=O)c2c(F)cc(F)cc2Br)n1	nt	10.4	0.1	8.0	6.8	14.5	-3.4	13.2	0.1	-3.6	10.2
CCOc1ccc(NC(=O)COC(=O)c2c[nH]c3ccccc23)cc1	nt	1.2	0.1	6.7	5.4	5.6	-8.3	nt	-20.0	1.1	-6.9
COc1ccc(NC(=S)Nc2ncccc2C)c(OC)c1	-1.6	-30.8	-0.2	-177.9	-89.1	-177.9	9.3	-68.5	-54.2	2.1	-21.4
CCN(CC)CCCNC(=O)COc1ccc2oc3c(c2c1)CCCC3	-2.5	-5.2	0.1	-11.6	5.0	3.6	-5.0	-4.6	-36.9	0.2	-0.5
C/C(=N\Nc1nc2ccccc2[nH]1)c1cccs1	-4.5	-17.6	0.0	-243.9	-24.9	-249.5	-17.6	-24.2	-142.2	-2.2	-6.3
Cc1ccc(NC(=O)Cc2nc(CSc3nnc(-c4ccc5c(c4)OCO5)o3)cs2)cc1	-2.0	22.8	0.3	-196.1	-86.9	-195.0	-9.8	-37.8	-50.0	-1.9	-27.1
CNc1cncc(-c2ccc(O)cc2)n1	nt	0.3	-0.4	-49.4	5.0	-18.6	-10.7	nt	-20.4	4.3	34.4

Random excerpt: three entries already listed, in no set order.
SMILES	NR2E3 ag-1	TWEAK Fn14 block	aDG glyco act	Peg3 promoter	Shn3 inh set2	HIF-2a inh	KKLEB cytotox	MITF TRPM1 inh	NR2E3 ag-2	iPSC survival up	CF NFkB inh
O=C(COC(=O)c1cccc(Br)c1)NCC1CCCO1 (stereo not given)	nt	-12.0	-0.5	-20.6	-25.1	2.5	-4.5	4.6	-0.8	-0.7	-13.1
CNc1cncc(-c2ccc(O)cc2)n1	nt	0.3	-0.4	-49.4	5.0	-18.6	-10.7	nt	-20.4	4.3	34.4
COC(=O)Nc1ccc(NC(C)=O)cc1	-0.5	-1.2	-0.3	4.2	-19.5	10.3	1.5	4.6	-9.7	12.2	12.2

Further structures:
SMILES	NR2E3 ag-1	TWEAK Fn14 block	aDG glyco act	Peg3 promoter	Shn3 inh set2	HIF-2a inh	KKLEB cytotox	MITF TRPM1 inh	NR2E3 ag-2	iPSC survival up	CF NFkB inh
CCCCOc1ccccc1P(=O)(O)CP(=O)(c1ccccc1)c1ccccc1	-0.9	-0.3	0.1	1.4	9.9	3.1	2.8	-1.0	5.7	2.2	-9.9
Cc1nn(C)c(C)c1CN(C)C(=O)c1cnn2c1NC(c1ccccc1)CC2C(F)(F)F (stereo not given)	3.1	8.7	0.4	35.2	24.9	42.8*	-4.1	18.4	-7.1	2.4	12.6
Cc1cccc(C(O)c2ncc(-c3ccc(C(F)(F)F)cc3)[nH]2)c1C (stereo not given)	nt	-62.7	-0.2	13.0	24.6	13.7	-15.2	nt	13.8	-2.0	30.1
COc1cccc(/C=N/NC(=O)c2nnn(-c3nonc3N)c2CN(C)c2ccccc2)c1	2.7	-13.8	-0.3	4.2	-10.8	-6.0	-8.4	-4.2	0.8	1.6	1.5
CCOc1ccccc1CNC(=O)C1CCCN(c2nn3c(=O)cc(C)nc3s2)C1 (stereo not given)	-2.6	-0.7	0.1	8.1	-5.4	-3.6	-14.6	-1.0	-2.8	-0.5	-6.7
CC1(C)Cc2nc(-c3ccccc3)n3cnnc3c2CO1	1.4	-16.6	0.1	8.8	2.6	19.6	7.3	-1.5	-14.4	-0.1	-3.3
CN(C)CC(=O)N1c2ccccc2CCc2ccc(NC(=O)c3ccc(N)cc3)cc21	-4.6	13.9	-0.1	-17.1	4.3	-7.9	1.5	-14.1	-23.7	-3.0	-3.0
COC(=O)C[C@H]1C[C@@H]2c3cc(NS(=O)(=O)c4cccc(OC)c4)ccc3O[C@@H]2[C@@H](CO)O1	nt	17.2	0.1	0.0	3.8	3.5	5.6	nt	-14.6	-1.1	-11.8

Compounds were not picked by outcome; 4.4% or so of the library scored in one or more.
